Source: PubChem
hK5 inh: human KLK5 protease inhibitors, primary screen, biochemical, 1536-well. Kallikrein-5 (Homo sapiens), Q9Y337. recombinant hK5, fluorogenic AMC substrate cleavage. inhibition, % at 5 µM. 210,000 tested, 0.59% active. AID 873, 2007;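 active means inhibition of 40% or more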;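 further: 0% = enzyme controls without compound and 100% = no-enzyme blanks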
Target sequence (Q9Y337 67-293 limits assumed): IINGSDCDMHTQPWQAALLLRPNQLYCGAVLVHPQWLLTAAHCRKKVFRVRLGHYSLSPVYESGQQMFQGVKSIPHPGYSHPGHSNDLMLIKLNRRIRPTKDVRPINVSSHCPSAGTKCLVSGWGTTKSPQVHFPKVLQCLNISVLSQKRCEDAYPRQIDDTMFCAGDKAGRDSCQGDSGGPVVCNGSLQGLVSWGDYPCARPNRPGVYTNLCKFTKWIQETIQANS
EBV gp42 block: Epstein-Barr virus gp42 inhibitors, primary screen, biochemical, uHTS, fluorescence polarization | AID 1085, 2008 | Fluorescence polarization binding assay, mP read-out | inhibition, % (tested at 21.74 µM) | 220,000 tested, 0.42% active; in the data active means inhibition above about 50%
Target sequence (Q1HVG2 whole entry, looked up): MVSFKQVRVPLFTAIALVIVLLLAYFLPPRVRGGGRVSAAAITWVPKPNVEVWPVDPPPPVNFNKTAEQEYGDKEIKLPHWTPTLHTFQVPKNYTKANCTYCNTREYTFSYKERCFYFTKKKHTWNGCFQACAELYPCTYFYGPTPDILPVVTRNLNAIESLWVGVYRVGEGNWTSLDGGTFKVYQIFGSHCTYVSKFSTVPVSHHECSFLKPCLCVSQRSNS
Rad51 HR inh: human RAD51 strand exchange inhibitors, primary screen, biochemical, fluorescence. AID 1385, 2008. hRad51 DNA strand exchange, fluorescence dequenching. 200,000 tested, 0.085% active. inhibition, % at 10 µM. DNA repair protein RAD51 homolog 1 (Homo sapiens), Q06609;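 active means inhibition above 40% at the single screening dose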;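 further: 0% = DMSO control wells and 100% = blanks with heterologous ssDNA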
Target sequence (Q06609 whole entry, looked up): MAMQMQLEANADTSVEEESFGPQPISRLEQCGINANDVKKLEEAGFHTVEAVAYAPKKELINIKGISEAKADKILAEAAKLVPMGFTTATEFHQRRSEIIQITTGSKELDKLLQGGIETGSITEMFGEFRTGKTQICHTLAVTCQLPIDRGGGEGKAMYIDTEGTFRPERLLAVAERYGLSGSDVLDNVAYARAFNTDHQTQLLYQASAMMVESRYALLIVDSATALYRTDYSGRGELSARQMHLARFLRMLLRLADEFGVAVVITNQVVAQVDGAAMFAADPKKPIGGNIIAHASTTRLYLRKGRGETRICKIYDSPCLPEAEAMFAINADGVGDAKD
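System: hRad51 filaments on single-stranded DNA; reagent: Fluorescein- and BHQ1-tagged 47-mer duplex; compound dosing: one concentration, 10 µM final; timing: filaments 15 min 37 °C, then compound 30 min; measured by: fluorescein emission 520 nm, excitation 485 nm; benchmarks: per-plate controls and blanks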
Cl transport mod: KCC2 cotransporter modulators, thallium flux, primary screen, cell-based, HEK293 KCC2, FluoZin-2 fluorescence, MLSMR; AID 1456, 2008; B-score of Tl+ flux slope (higher = more flux/activation; lower = inhibition) at 10 µM; KCC2 cells, thallium flux FluoZin-2 fluorescence; 190,000 tested, 2.2% active; Solute carrier family 12 member 5 (Homo sapiens), Q9H2X9;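 active means thallium flux slope and its plate-corrected score both differing from the plate sample mean at a set confidence after two filtering rounds, in either direction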;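 further: slope of fluorescence scaled to starting intensity during 10 to 20 s after thallium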
14-3-3 Bad inh: inhibitors of 14-3-3 zeta/Bad binding, primary screen, biochemical, TR-FRET, bovine 14-3-3 zeta. 14-3-3 protein zeta/delta (Bos taurus), P63103. TR-FRET 14-3-3zeta/Dy647-pBad peptide displacement, 1 h. AID 781, 2007. 220,000 tested, 0.71% active. inhibition, % at 21.7 µM;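 active means inhibition above about 70%, limit read from the data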;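 further: 0% = full 14-3-3 plus peptide FRET controls and 100% = background without 14-3-3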
Target sequence (P63103 whole entry, looked up): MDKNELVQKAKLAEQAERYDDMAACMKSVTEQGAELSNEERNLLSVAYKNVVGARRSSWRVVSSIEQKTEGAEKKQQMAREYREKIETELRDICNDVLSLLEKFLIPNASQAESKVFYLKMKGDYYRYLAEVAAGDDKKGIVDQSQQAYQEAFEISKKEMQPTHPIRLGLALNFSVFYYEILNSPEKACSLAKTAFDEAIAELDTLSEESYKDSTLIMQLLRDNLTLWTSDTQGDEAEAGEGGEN
eIF4E-4G inh: eIF4E–eIF4G protein interaction inhibitors, primary screen, biochemical, uHTS, TR-FRET, eIF4GI fragment; Eukaryotic translation initiation factor 4E (Mus musculus) + Eukaryotic translation …; 220,000 tested, 0.37% active; TR-FRET eIF4E-eIF4GI(517-606) binding, 2 h; inhibition, % at 21.7 µM;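 further: 0% = full FRET control wells and 100% = background wells lacking eIF4GI fragment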
p47phox inh: p47phox/p22phox peptide binding inhibitors, primary screen, biochemical, uHTS, NADPH oxidase regulatory subunit | fluorescence polarization, 2 h | 220,000 tested, 0.53% active | inhibition, % at 24.7 µM | AID 1274, 2008 | Neutrophil cytosol factor 1 (Homo sapiens), P14598;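 further: 0% = p47phox with labelled peptide and 100% = labelled peptide alone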
Furin inhibitor: human furin inhibitors, primary screen, biochemical, fluorescence intensity | P09958 | 220,000 tested, 0.061% active | inhibition, % at 30 µM | purified furin, fluorogenic substrate cleavage; in the data active means inhibition above about 25%; further: inactives centre near -15
thrombin 1536: human alpha-thrombin inhibitors, primary screen, counter-screen for coagulation protease inhibitor project, biochemical, 1536-well, fluorogenic AMC substrate; Prothrombin (Homo sapiens), P00734; Boc-VPR-AMC fluorogenic substrate cleavage; inhibition, % at 5 µM; 220,000 tested, 0.26% active;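 active means inhibition at or above 40%; inactive means inhibition below 40%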;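 further: 0% = enzyme with no compound and 100% = wells without enzyme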
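Material: human alpha-thrombin protein; Also added: Boc-VPR-AMC substrate, 15 µM final; Timing: enzyme reaction carried out at room temperature; Signal: fluorescence, ex 355 nm, em 460 nm; Measure: % inhibition of thrombin; Controls: enzyme without compound as high, wells lacking enzyme as low.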
* marks the source's active call; other numbers are inactive results; i = inactive; · = not tested or not shown; [ ] = dose if it differs, or a comment.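 How the source made its calls, unless noted: active means inhibition above about 30% (limit read from the data); inactive means the rest.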

SMILES	hK5 inh	EBV gp42 block	Rad51 HR inh	Cl transport mod	14-3-3 Bad inh	eIF4E-4G inh	p47phox inh	Furin inhibitor	thrombin 1536
Cn1cc(S(=O)(=O)CC(=O)Nc2ccc(Br)cc2)c2ccccc21	-4	-3	5	·	6	-2	-1	-31	-2
CC(C)CC(C(=O)OCC(=O)Nc1cccc(Cl)c1)N1C(=O)C2CC=CCC2C1=O (centres undefined)	-3	-5	-3	-3.2	9	-2	-15	-5	-2
NS(=O)(=O)c1ccc(CCNC(=O)CSc2nnc3ccccn23)cc1	5	8	-5	-0.96	0	2	1	-3	-1
CCOC(=O)Cn1nc(C)c(NC(=O)c2ccc(Cl)c([N+](=O)[O-])c2)c1C	0	-6	4	·	-7	-1	-8	-19	-6
N#Cc1c2n(c(=S)n(-c3ccccc3)c1=O)CCCCC2	2	-8	1	-0.18	-14	4	-9	-20	-10
COc1ccc2o/c(=N\O)c(C(=O)Nc3ccc(C)cc3)cc2c1	-8	-8	-8	-0.16	-14	3	-13	-13	2
COC(=O)c1cn(Cc2c(C)cc(C)cc2C)nn1	-15	5	12	0.21	-4	13	-8	-11	-9
O=C(COc1ncnc2cc(Cl)ccc12)c1ccc2c(c1)OCCO2	1	-6	-8	-0.3	1	-4	0	-12	2
O=C(CCN1C(=O)c2ccccc2S1(=O)=O)N1CCN(c2ccccc2)CC1	-1	-19	-1	·	8	1[fluorescence artefact?]	-12	-23	-6
COc1cccc(-c2nnc(SCN3C(=O)c4ccccc4C3=O)n2C)c1	-8	-2	·	0.31	-3	6[fluorescence artefact?]	-2	-14	-2
COc1ccc(NC(=O)c2nn(C)c(=O)c3ccccc23)cc1S(=O)(=O)Nc1ccccc1Cl	-2	7	4	0.4	-2	-2	-11	-15	3
COc1ccc(-c2csc(C)n2)cc1	-6	-10	-2	0.77	1	0	-12	7[20 µM]	0

SMILES	hK5 inh	EBV gp42 block	Rad51 HR inh	Cl transport mod	14-3-3 Bad inh	eIF4E-4G inh	p47phox inh	Furin inhibitor	thrombin 1536
CC1=C(C(=O)OC(C)C)C(c2c(O)ccc3ccccc23)NC(=O)N1 (centres undefined)	-8	-18	-9	-0.44	3	-5	-11	-23	-1
COc1ccc(C(=O)NCc2cn3c(C)csc3n2)cc1OC	-5	-11	-2	0.38	-14	-12	-21	-15	4
CCOC(=O)N1CCC(NC(=O)c2ccc3c(c2)sc2nc(-c4ccc(OC)cc4)cn23)CC1	-4	0	·	·	19	-51	-8	-13	1
O=C(O)C1C2C=CC(C2)C1C(=O)Nc1ccc(C(=O)N2CCCCC2)c(Cl)c1 (centres undefined)	-9	-4	-4	1.6	-4	0[fluorescence artefact?]	-1	-25[20 µM]	1
CCc1ccc2c(c1)CCCN2C(=O)c1ccccc1C(=O)O	3	1	-2	·	10[fluorescence artefact?]	-2[fluorescence artefact?]	4	-22	-1
O=C(CCc1nnc(CCC2CCCCC2)o1)NCCc1ccccn1	·	-1	24	-0.41	-19	-2	-4	-29	2
Cc1cc(C(=O)CN2CCCCC2)c(C)n1-c1ccc(F)cc1	-9	-11	-5	0.15	-9	1	-15	-13	-9
O=C(CN1CCN(Cc2ccccc2)CC1)NC(c1ccccc1)c1ccccc1	-2	5	·	-2.1	23	4	-3	-13	-2
O=C(NCCN1CCOCC1)c1ccccc1[N+](=O)[O-]	-6	-18	-2	·	7	2	-8	1[20 µM]	-2
COc1ccccc1N/C=C/C(=C(C#N)C#N)N(C)C	·	-20	-24	-0.36	-1	4	-15	-19	-2
Cc1ccc(C(=O)N2C3C=CC(C3)C2(C(F)(F)F)C(F)(F)F)cc1 (centres undefined)	-1	-28	1	0.24	4	0	-1	0[20 µM]	5
O=C(COc1cccc2ccccc12)NNC(=O)Nc1ccccc1	4	-10	0	-0.64	-12	-3	-9	-19[20 µM]	-6

SMILES	hK5 inh	EBV gp42 block	Rad51 HR inh	Cl transport mod	14-3-3 Bad inh	eIF4E-4G inh	p47phox inh	Furin inhibitor	thrombin 1536
CCCCC(=O)NCCNc1nc2c(c(=O)n(C)c(=O)n2C)n1Cc1ccc(F)cc1	-5	-8	1	·	-16	-1	-2	-11	2
COc1ccccc1-c1cn(C(C)(C)C)nc1C	-1	4	1	0.036	-12	-2	5	-11	-2
CCc1c(C(=O)NNC(=S)NCC2CCCO2)csc1C (centres undefined)	-13	-2	·	-0.04	-3	0	-10	-13	-4
CC(C)(C)c1ccc(OCC(=O)NNC(=O)Cc2cccs2)cc1	-4	-6	·	0.061	5	2	3	-18[20 µM]	2
COC(=O)c1ccc(OCC(=O)c2ccc(C)c(C)c2)cc1	-12	-4	1	0.17	5[fluorescence artefact?]	20	-13	-17	-6
CCOC(=O)c1oc2ccccc2c1NC(=O)c1cc(OC)cc(OC)c1	10	13	8	·	10	-8	-5	-21	-2
CCCCNc1c(NC(C)=O)c(=O)oc2ccccc12	-5	-1	19	-0.07	8	1	7	-5	0
CN(C)c1ncc(CN2CCC(CO)(CCCc3ccccc3)CC2)s1	-2	-5	-2	0.36	0	-6	-3	-23	-6
Cc1ccc(NC(=O)N2CCC(C(=O)NCc3ccccc3)CC2)cc1	14	-3	1	·	5	-6	-9	-20	0
COC(=O)c1c(C(=O)OC)c(-c2ccc(Cl)cc2)n2c1CS(=O)(=O)C2	-9	2	10	-0.006	4	3	-4	-15	1
O=C(CCN1CCCC1)Nc1ccccc1	3	-13	3	0.45	15	2	-3	-4[20 µM]	-2
Cc1cc(C(=O)NCC23CC4CC(CC(C4)C2)C3)c(C)o1	0	7	-21	-0.29	-7	3	-4	1	-3

Only eIF4E-4G inh (3 entries from above):
canonical_smiles | eIF4E-4G inh
CCOC(=O)c1oc2ccccc2c1NC(=O)c1cc(OC)cc(OC)c1 | -8
CCCCNc1c(NC(C)=O)c(=O)oc2ccccc12 | 1
CN(C)c1ncc(CN2CCC(CO)(CCCc3ccccc3)CC2)s1 | -6

Carrying on:
SMILES	hK5 inh	EBV gp42 block	Rad51 HR inh	Cl transport mod	14-3-3 Bad inh	eIF4E-4G inh	p47phox inh	Furin inhibitor	thrombin 1536
C=CCn1c(=O)c2ccccc2n2c(SCC(=O)NCc3cccs3)nnc12	3	-4	-1	-1.2	-2	5	7	4	-5
CC(=O)CSc1ncnc2scc(-c3ccc(F)cc3)c12	-5	-9	1	-2.7	0	5	12	-3	2
Cc1sc(NC(=O)c2ccco2)nc1-c1ccccc1	2	6	2	-0.5	0[fluorescence artefact?]	-5[fluorescence artefact?]	-16	-12[20 µM]	-7
Cc1noc(C)c1C(=O)NC1CCCc2ccccc21 (centres undefined)	-12	2	-1	-0.14	-1	1	-3	-45[20 µM]	-10
C=CCOC(=O)CC(NC(=O)c1ccccc1)c1ccccc1 (centres undefined)	-18	-14	-4	-0.3	-1[fluorescence artefact?]	0	-12	-24[20 µM]	1
O=S(=O)(c1cccc(-c2nc3n(n2)Cc2ccccc2-3)c1)N1CCCC1	-1	-8	3	-0.36	17	-4	-5	-13	-1
Cc1cccc(NC(=S)NCCc2ccc(F)cc2)c1C	-2	7	-2	-1.8	1	1	1	-27	-9
CCOc1ccccc1NC(=O)COC(=O)C(CC)c1ccccc1 (centres undefined)	-1	2	3	0.052	-3	2	0	-17	-5
CCN1C(=O)C2(C(C#N)=C(N)Oc3n[nH]c(COC)c32)c2ccccc21 (centres undefined)	10	-30	-1	·	5[fluorescence artefact?]	1[fluorescence artefact?]	-12	-13[20 µM]	-5
Cc1nc(N2CCC(C)CC2)c2oc3ccccc3c2n1	-9	-8	-10	-1.4	45	2	-16	-11[20 µM]	4
Oc1ccc(-c2cn3ccccc3n2)cc1	-1	-11	-4	-0.26	3	-2	3	-25	3
CCOC(=O)C1CCCN(C(=O)c2cc3ccccc3oc2=O)C1 (centres undefined)	-19	-8	-14	0.32	-14	-1	-8	-25	2

SMILES	hK5 inh	EBV gp42 block	Rad51 HR inh	Cl transport mod	14-3-3 Bad inh	eIF4E-4G inh	p47phox inh	Furin inhibitor	thrombin 1536
Cc1ccccc1C(=O)Nc1cc(-c2cc(C(C)(C)C)oc2C)nn1C	-2	-6	10	-0.18	-7	7	-12	-15	-8
Cc1nn(Cc2c(F)c(F)c(F)c(F)c2F)c(C)c1NC(=O)c1ccc(COc2ccccc2Cl)cc1	-6	-27	8	1.1	3	0	-3	3[20 µM]	2
N#CC1=C(N)NC(SCC(=O)O)=C(C#N)C12CCCC2	-4	-6	-14	-0.62	-9	5	-30	-15	-3
O=C(Nc1ccc(-c2csc(-c3ccccc3)n2)cc1)c1ccccc1	3	-10	-1	·	7	-2[fluorescence artefact?]	-2	-9	0
COc1ccc(-c2nc(NC(=O)c3cc(C(C)(C)C)nn3C)sc2C)cc1	1	-7	-1	-0.35	-12	-2	-16	-24	0
O=C(CNC(=O)c1ccc(S(=O)(=O)N2CCCCC2)cc1)N/N=C/c1ccco1	2	-5	4	0.62	-2	-4	-7	-28	3
COc1ccc(C(C)=O)cc1CSc1nncn1C	-5	8	-2	1.4	-8	-4	-2	-14	-13
COc1cccc(-n2nnnc2SCC(=O)c2cc(OC)ccc2OC)c1	-11	-6	-2	0.32	-14	-2	-5	-18	4
COc1cc(NC(=O)SC2=NCCS2)cc(OC)c1	0	-9	-1	0.46	-6	6	-12	-13	3
CC1CN(S(=O)(=O)c2cccc(C(F)(F)F)c2)CC(C)O1 (centres undefined)	-10	-12	-1	-0.22	-2	-2	-4	-12	0
Cc1ccc(C(=O)NCC2CCCO2)cc1[N+](=O)[O-] (centres undefined)	0	6	·	i	0[fluorescence artefact?]	3	-6	2	2
COC(=O)c1ccc(C(=O)OC)c(NC(=O)CSCc2ccc(Cl)cc2)c1	-27	7	-2	-0.061	-1	-11	-53	-13	-12

SMILES	hK5 inh	EBV gp42 block	Rad51 HR inh	Cl transport mod	14-3-3 Bad inh	eIF4E-4G inh	p47phox inh	Furin inhibitor	thrombin 1536
N#Cc1nc(COc2ccc(Cl)cc2Cl)oc1N1CCOCC1	10	2	-4	·	4	-4	-6	-17	2
COCCN1C(=O)c2oc3ccccc3c(=O)c2C1c1ccc(O)c(OC)c1 (centres undefined)	1	-2	1	0.56	2	-2	-4	-21	-6
COC(=O)Cc1cc(=O)n2[nH]c(SC)nc2n1	5	1	-5	·	7	0[fluorescence artefact?]	-15	-27[20 µM]	-1
O=C(Nc1ccc2c(c1)OCO2)N1CCN(S(=O)(=O)c2ccc(Cl)cc2)CC1	1	-10	5	0.25	6	-7	-9	-13[20 µM]	-1
N#C/C(=N/Nc1ccc([N+](=O)[O-])cc1)C(=N)N1CCCCC1	1	-41	-3	1.4	4	0	-36	-10	-4
CCN(CC)C(=O)c1cc(Cl)ccc1NC(=O)c1ccco1	-2	1	5	-0.72	-4	-3	-8	-16	-5
COc1cccc(/C=N/NC(=S)NCc2ccco2)c1OC	4	-1	18	-0.094	-12	3	-14	-25	3

An unsorted share of the library. Share with any hit: about 4.7%.
